Cardiac RTF inh: cardiac RTF calcium desensitization; P19429+P45379; IANBD-labeled cardiac RTF, Ca2+ fluorescence; inhibition, % at 7.15 µM; hit rate 0.12% among 340,000;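 active means inhibition above the mean inhibition of all tested compounds plus 3 SD, cut at about 17% in these data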;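 further: assay run at fixed EC70 calcium of 1.6 mM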
SR-BI DiI-HDL act: activators of SR-BI mediated HDL lipid uptake. AID 504775. CHO ldlA[mSR-BI] cells, DiI-HDL uptake fluorescence, 3 h; 100 = double the neutral-control signal. activation, % at 12.5 µM. hit rate 0.096% among 320,000;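 active means mean replicate activation of at least 60% and every replicate at or above 60%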;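 further: 0% = median plate neutral-control signal and 100% = twice that signal; values of inactives mirror those of a sister screen read the other way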
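system = CHO ldlA[mSR-BI] cells, LDL receptor-null, SR-BI overexpressing | medium = Ham's F12 with 0.5% BSA, HEPES 25 mM, pH 7.4 | probe or stimulus = DiI-HDL 10 µg/mL | compound dosing = single-point compound dose | incubation = compound exposure 3 h, 37 °C | technique = DiI fluorescence, bottom read | read-out = cell-associated DiI fluorescence as measure of HDL uptake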
Keap1-Nrf2 PPI: inhibitors of human Keap1-Nrf2 protein-protein interaction | Q14145 | Keap1 Kelch-Nrf2 peptide fluorescence polarization, 1536-well | inhibition, % at 9.4 µM | hit rate 0.15% among 340,000 | AID 504523; in the data active means inhibition above about 12%;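 further: human Keap1 Kelch domain with fluorescein labeled Nrf2 9mer peptide probe; 0% = neutral control wells and 100% = peptide positive control; higher means more block of Keap1 binding to Nrf2 peptide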
DAGLB inh: blocks human DAGLB lipase activity. inhibition, % at 5.17 µM. HEK293T DAGLB membrane lysate, EnzChek fluorogenic substrate. hit rate 0.059% among 340,000; in the data active means inhibition above about 34%;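 further: 0% = enzyme with vehicle and 100% = wells lacking enzyme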
NSD2 HMT inh: NSD2 (human) methyltransferase inhibition; O96028; NSD2 peptide methylation, AlphaScreen, 120 min; inhibition, % at 12.5 µM; hit rate 0.54% among 310,000; AID 743445; in the data active means inhibition above about 50%
PvdQ acylase: blocks Pseudomonas aeruginosa PvdQ acylase activity. inhibition, % at 10 µM. purified PvdQ acylase, fluorescence plate reader. AID 488965. hit rate 0.063% among 340,000; in the data active means inhibition above about 30%, passing the limit was not always enough;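 further: 0% = vehicle neutral wells and 100% = reference inhibitor wells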
PKA-R2B activ: activators of human PKA-R2B complex | P22694+P31323 | PKA-R2B holoenzyme dissociation, Cy5-IP20 fluorescence polarization; R2B truncated from residue 108, S112A mutant; 0% DMSO only, 100% 113 µM cGMP | activation, % at 11.4 µM | hit rate 0.079% among 340,000;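 active means activation above a cutoff set at the mean over all compounds plus 3 SD, cut at about 18% in these data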;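 further: higher means more holoenzyme dissociation and a rise in polarization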
Target sequence (P31323 whole entry, looked up, other chains not shown, the tested form may be a part): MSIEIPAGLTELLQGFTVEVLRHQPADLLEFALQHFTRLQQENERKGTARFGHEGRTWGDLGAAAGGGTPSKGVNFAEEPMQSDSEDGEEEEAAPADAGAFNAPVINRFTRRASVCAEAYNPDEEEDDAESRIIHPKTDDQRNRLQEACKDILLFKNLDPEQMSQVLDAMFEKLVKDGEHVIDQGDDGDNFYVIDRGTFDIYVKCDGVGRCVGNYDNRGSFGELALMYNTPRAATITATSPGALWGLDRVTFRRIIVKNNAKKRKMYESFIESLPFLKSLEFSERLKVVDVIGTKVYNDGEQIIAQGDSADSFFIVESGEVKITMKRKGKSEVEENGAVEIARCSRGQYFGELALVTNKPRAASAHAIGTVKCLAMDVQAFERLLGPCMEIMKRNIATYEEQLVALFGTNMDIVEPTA
Arr AP2 block: blocks beta-arrestin peptide binding to AP2 adaptin; hit rate 0.31% among 340,000; inhibition, % at 10 µM; FITC-arrestin peptide / GST-AP2 beads, flow cytometry; AP2 beta2 appendage carries R879A mutation;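 active means inhibition above a set limit, near 3 SD of compounds lacking own fluorescence, cut at about 54% in these data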;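 further: plate controls were DMSO wells for no effect and 5 µM unlabelled arrestin peptide for full effect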
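System: GST-tagged AP2 beta2-adaptin appendage (R879A) on 4 µm glutathione beads / Reagent: FITC-arrestin peptide, 50 nM / Detection: HyperCyt-sampled flow cytometry, FL1 channel, ex 488/em 535 nm / Timing: 12 min plus 1 h, RT / Buffer or medium: PBS plus Tween 20 (0.05%) and BSA (0.1%)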
SR-BI DiI inh: blocks mouse SR-BI lipid uptake from DiI-HDL; Q61009; ldlA[mSR-BI] CHO cells, DiI-HDL uptake fluorescence, 3 h; inhibition, % at 12.5 µM; hit rate 0.96% among 320,000;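 active means mean replicate inhibition of at least 70% and a set share of replicates each scoring 70 or more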;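 further: 0% = median of neutral control wells and 100% = median of positive control wells; values of inactives mirror those of a sister screen read the other way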
Target sequence (Q61009 whole entry, looked up): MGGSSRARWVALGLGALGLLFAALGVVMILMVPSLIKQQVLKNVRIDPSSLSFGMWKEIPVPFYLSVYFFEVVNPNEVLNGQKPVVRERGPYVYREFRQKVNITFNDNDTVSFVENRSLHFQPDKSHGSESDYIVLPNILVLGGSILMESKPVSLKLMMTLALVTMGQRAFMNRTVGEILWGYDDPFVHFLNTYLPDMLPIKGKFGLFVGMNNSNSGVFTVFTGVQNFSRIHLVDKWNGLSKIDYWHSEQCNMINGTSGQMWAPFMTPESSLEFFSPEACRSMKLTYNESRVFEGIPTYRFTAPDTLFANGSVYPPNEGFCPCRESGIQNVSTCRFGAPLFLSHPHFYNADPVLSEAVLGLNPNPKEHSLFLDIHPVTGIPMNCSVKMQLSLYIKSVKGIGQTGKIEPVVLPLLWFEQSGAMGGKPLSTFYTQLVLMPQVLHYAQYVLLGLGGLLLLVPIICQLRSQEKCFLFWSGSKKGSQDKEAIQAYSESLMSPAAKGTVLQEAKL
LANA DNA inh: KSHV C-LANA DNA binding inhibition | MBP-C-LANA/FAM-LBS DNA binding, fluorescence polarization | inhibition, % at 9 µM | hit rate 0.078% among 340,000 | AID 504423;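 active means highest replicate inhibition at or above 60% at 9 µM, even if other replicates fall short; inactive means all replicates below 60% inhibition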;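 further: 0% = neutral control wells and 100% = 4 µM acridine orange control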
* hit, by the source's call; nt = no result given.

1) Cc1cccn2c(=O)nc(SCC(=O)Nc3ccc4c(c3)OCO4)nc12
2) O=[N+]([O-])c1ccc(-c2nc(-c3cccs3)c(-c3cccs3)[nH]2)cc1
3) Cc1ccc(-n2[nH]c(C)c(C=Nc3ccc4[nH]c(=O)[nH]c4c3)c2=O)cc1C
4) COc1ccc(C2C(C(=O)N3CCCC3)c3cc(OC)c(OC)cc3C(=O)N2C)cc1 (configuration not stated)
5) CNc1cc(CSc2ccc(Cl)cc2)nc(C)n1
6) O=C(OCCN1C(=O)c2ccccc2C1=O)C1CCN(S(=O)(=O)c2cccs2)CC1
7) COC(=O)c1cc(S(=O)(=O)NCc2cccc(Br)c2)c[nH]1
8) COc1ccc(-c2nnc(SCc3nnc(-c4ccccc4)o3)n2C)cc1OC

Compound	1	2	3	4	5	6	7	8
Cardiac RTF inh	7.2	-12.5	-0.4	3.3	-3.2	-12.0	3.5	-8.2
SR-BI DiI-HDL act	-18.5	-68.6	-29.7	26.0	-7.7	-25.4	0.2	6.5
Keap1-Nrf2 PPI	2.7	-6.9	0.6	1.5	2.5	2.1	-3.5	-1.3
DAGLB inh	2.1	20.0	2.1	-2.3	2.6	-1.2	0.3	-2.9
NSD2 HMT inh	-2.6	0.0	0.5	-6.5	1.7	-1.3	0.8	-0.6
PvdQ acylase	-10.6	-11.7	-1.1	8.5	-1.8	-11.8	-20.1	0.5
PKA-R2B activ	-2.9	-9.6	-8.4	-9.2	-0.9	2.2	4.9	-0.1
Arr AP2 block	0.6	-3.3	27.3	-1.6	6.6	-4.5	-11.9	-0.9
SR-BI DiI inh	18.5	68.6	29.7	-26.0	7.7	25.4	-0.2	-6.5
LANA DNA inh	1.1	-0.2	2.1	-0.6	-0.3	-0.6	-0.5	-2.3

9) Cc1oc(-c2ccccc2Cl)nc1CN(Cc1ccccn1)C[C@@H]1CCC(=O)N1
10) COc1ccc(C(=O)N/N=C/c2ccc(OC)c(CN3CCN(c4ccc(F)cc4)CC3)c2)cc1
11) CC(NC(=O)CN(c1ccc(Cl)cc1)S(C)(=O)=O)c1ccccc1 (configuration not stated)
12) COc1ccccc1NC(=O)Cn1c(=O)oc2cc(S(=O)(=O)N3CCCC3)ccc21
13) CSCCC(NC(=O)c1ccccc1)C(=O)NCc1ccco1 (configuration not stated)
14) CN1CCN(/N=C/c2ccc(OCc3ccccc3)cc2)CC1
15) CC(C)CNc1c(N)c(=O)oc2ccccc12
16) O=C(CSc1nc(-c2ccc(F)cc2)cs1)NC(=O)NCc1ccco1

Compound	9	10	11	12	13	14	15	16
Cardiac RTF inh	5.6	4.2	-7.2	-11.3	-5.2	-11.3	1.4	-8.8
SR-BI DiI-HDL act	-6.3	29.2	15.2	nt	3.8	1.5	6.8	-2.1
Keap1-Nrf2 PPI	-2.4	-1.5	-4.8	5.9	1.7	-0.1	-3.0	-3.7
DAGLB inh	-0.5	0.7	0.1	-0.7	-5.7	5.0	2.1	-3.3
NSD2 HMT inh	-1.4	3.0	-3.6	nt	2.5	4.7	nt	nt
PvdQ acylase	-3.2	-3.1	-3.8	-12.5	-6.8	-6.8	2.2	-16.1
PKA-R2B activ	-5.2	-3.9	-5.3	5.5	-2.3	-11.6	8.4	0.7
Arr AP2 block	-8.9	-8.8	-7.8	-4.6	-17.6	20.5	-12.9	1.5
SR-BI DiI inh	6.3	-29.2	-15.2	nt	-3.8	-1.5	-6.8	2.1
LANA DNA inh	0.4	-2.7	-1.2	-0.9	0.1	0.7	1.3	0.6

17) CC1CCC2(CC1)NC(=O)N(CC(=O)NCCc1ccc(F)cc1)C2=O (configuration not stated)
18) CN(c1ncc(C(F)(F)F)cc1Cl)N1C(=O)c2cccc(N)c2C1=O
19) CCCCNC(=O)CN(C1CCCCC1)S(C)(=O)=O
20) CCOc1cc(NC(=O)c2ccco2)c(OCC)cc1NC(=O)CCC(=O)NCc1cccnc1
21) CN1CCN(CCNC(=O)Nc2ccc(Cl)cc2)CC1
22) O=C1CC(c2ccc(S(=O)(=O)NCc3ccncc3)cc2)CN1 (configuration not stated)
23) COc1ccc(NC(=O)N(C)C[C@H]2Oc3c(NS(=O)(=O)c4ccc(F)cc4)cccc3C(=O)N([C@H](C)CO)C[C@@H]2C)cc1
24) Cc1nc(-c2ccc(F)cc2)c(CC(=O)N(C)CC(=O)Nc2c(C)cccc2C)s1

Compound	17	18	19	20	21	22	23	24
Cardiac RTF inh	-10.0	-17.5	-8.5	-9.3	-10.0	-4.7	-11.2	2.0
SR-BI DiI-HDL act	12.4	-4.6	9.2	-16.1	-4.0	-2.5	-22.1	10.6
Keap1-Nrf2 PPI	1.9	2.5	-0.8	0.2	5.4	-5.3	-1.6	5.4
DAGLB inh	0.2	-3.6	0.1	-0.7	1.1	0.4	-2.3	0.2
NSD2 HMT inh	1.0	1.0	nt	nt	-0.5	nt	nt	-0.8
PvdQ acylase	-4.7	-17.3	-18.2	-13.1	-11.8	-10.3	-15.4	3.2
PKA-R2B activ	-9.2	2.1	-2.7	-0.9	-3.9	11.3	-2.1	-5.1
Arr AP2 block	-2.9	7.6	-6.5	20.3	6.0	-7.2	-4.6	13.9
SR-BI DiI inh	-12.4	4.6	-9.2	16.1	4.0	2.5	22.1	-10.6
LANA DNA inh	0.3	2.7	-1.5	0.9	-0.2	1.6	-0.3	1.2

25) O=C(c1cccc2c1-c1ccccc1C2)N1CCCCC1
26) O=C(O)C1C2C=CC(C2)C1C(=O)N1CCc2ccccc21 (configuration not stated)
27) COc1ccc(C2(C(=O)O)CCCC2)cc1
28) CN(N=Nc1cccc([N+](=O)[O-])c1)c1cccc([N+](=O)[O-])c1
29) O=C1OCCC1Sc1ncnc2sccc12 (configuration not stated)
30) COc1ccc(/C=C/C(=O)c2ccc(C)c([N+](=O)[O-])c2)cc1O
31) CC(NC(=O)Cn1c(NCCO)nc2ccccc21)c1ccccc1 (configuration not stated)
32) O=C(NCc1ccccc1)C1CCN(S(=O)(=O)c2cccc3cccnc23)CC1

Compound	25	26	27	28	29	30	31	32
Cardiac RTF inh	2.0	11.3	-4.5	2.1	-6.0	0.0	-3.4	4.7
SR-BI DiI-HDL act	-3.3	14.4	9.0	3.1	6.4	nt	16.9	-6.1
Keap1-Nrf2 PPI	2.4	-5.7	3.2	0.1	-3.3	0.4	5.7	-1.8
DAGLB inh	-0.7	-1.7	-2.8	-4.5	1.0	3.2	4.0	-1.4
NSD2 HMT inh	-0.6	nt	-4.5	-3.3	0.6	6.8	0.1	nt
PvdQ acylase	-0.8	-15.4	-3.1	-5.9	-7.9	8.5	-0.6	10.1
PKA-R2B activ	-3.1	-0.4	-5.4	-2.9	3.9	-4.8	-7.3	-5.2
Arr AP2 block	35.9	-5.2	0.5	7.8	0.2	18.2	0.6	12.1
SR-BI DiI inh	3.3	-14.4	-9.0	-3.1	-6.4	nt	-16.9	6.1
LANA DNA inh	-0.2	2.7	1.9	0.3	-0.9	0.0	0.7	-0.7

Only SR-BI DiI-HDL act and LANA DNA inh, for 3 of the compounds above:
nr | compound | SR-BI DiI-HDL act | LANA DNA inh
27 | COc1ccc(C2(C(=O)O)CCCC2)cc1 | 9.0 | 1.9
28 | CN(N=Nc1cccc([N+](=O)[O-])c1)c1cccc([N+](=O)[O-])c1 | 3.1 | 0.3
29 | O=C1OCCC1Sc1ncnc2sccc12 (configuration not stated) | 6.4 | -0.9

Additional records
33) C=CCn1c(N)cc(=O)nc1SCC(=O)Nc1ccc(C(=O)OCC)cc1
34) CCOC(=O)C1C(C)=C(Nc2ccc(OC)cc2)C(=O)N1c1ccc(OC)cc1 (configuration not stated)
35) CCCCCCOc1ccc(C(CC(=O)O)C(N)=O)cc1 (configuration not stated)
36) O=C(c1cncc(Br)c1)N1CCN(S(=O)(=O)c2ccccc2)CC1
37) CCCc1nnc(NC(=O)CCC(=O)O)s1
38) O=C(CCC1CCCN(C(=O)CCCc2ccccc2)C1)N1CCN(c2ccccn2)CC1 (configuration not stated)
39) O=C(CNC(=O)C1COc2ccccc2O1)N/N=C/c1ccc([N+](=O)[O-])cc1 (configuration not stated)
40) COc1ccc2[nH]c(=O)c(CN(C(=O)c3cccnc3)c3ccccc3)cc2c1

Compound	33	34	35	36	37	38	39	40
Cardiac RTF inh	-15.5	6.2	7.2	-8.6	-2.2	-3.9	-3.9	-37.0
SR-BI DiI-HDL act	5.4	20.2	6.1	14.4	13.2	nt	-12.7	6.8
Keap1-Nrf2 PPI	-4.7	-4.7	-2.1	-4.2	2.7	-7.2	-1.5	-3.3
DAGLB inh	-0.7	0.7	3.2	-0.3	-4.2	-0.9	1.4	1.7
NSD2 HMT inh	-2.6	1.3	-2.1	6.1	nt	nt	8.1	-7.5
PvdQ acylase	15.4	-9.2	4.0	-3.8	-1.9	-12.3	-7.5	-5.8
PKA-R2B activ	-8.5	-4.2	-8.9	1.4	4.2	5.6	-2.8	3.8
Arr AP2 block	8.5	17.5	13.7	19.5	20.3	-1.6	-23.4	5.9
SR-BI DiI inh	-5.4	-20.2	-6.1	-14.4	-13.2	nt	12.7	-6.8
LANA DNA inh	0.1	0.0	1.1	0.3	-0.2	1.0	0.8	-1.9

41) Cc1ccc(C(=O)NCCNC(=O)c2ccco2)cc1C
42) O=c1oc2ccc(C#CC3(O)CCCCC3)cc2cc1-n1cc(-c2ccsc2)nn1
43) O=C(CCn1nc(-c2ccccc2)ccc1=O)N1CCOCC1
44) CCc1cc2cccc(C)c2nc1SCC(=O)c1ccc(NC(C)=O)cc1

Compound	41	42	43	44
Cardiac RTF inh	-3.0	3.0	-8.2	-3.5
SR-BI DiI-HDL act	nt	4.3	10.1	4.8
Keap1-Nrf2 PPI	-4.5	-4.5	-5.0	-9.6
DAGLB inh	-1.6	0.5	2.4	-1.2
NSD2 HMT inh	0.3	nt	-0.4	-4.0
PvdQ acylase	-11.2	-7.4	-7.2	-10.0
PKA-R2B activ	-5.5	-9.0	-1.1	-6.0
Arr AP2 block	-22.4	7.2	-1.6	4.5
SR-BI DiI inh	nt	-4.3	-10.1	-4.8
LANA DNA inh	-0.4	-2.6	4.8	-2.7

Reprinted, nos. 43–44
43) O=C(CCn1nc(-c2ccccc2)ccc1=O)N1CCOCC1
44) CCc1cc2cccc(C)c2nc1SCC(=O)c1ccc(NC(C)=O)cc1

Compound	43	44
Cardiac RTF inh	-8.2	-3.5
SR-BI DiI-HDL act	10.1	4.8
Keap1-Nrf2 PPI	-5.0	-9.6
DAGLB inh	2.4	-1.2
NSD2 HMT inh	-0.4	-4.0
PvdQ acylase	-7.2	-10.0
PKA-R2B activ	-1.1	-6.0
Arr AP2 block	-1.6	4.5
SR-BI DiI inh	-10.1	-4.8
LANA DNA inh	4.8	-2.7

Screens from PubChem BioAssay.
